Abeta rescue: compounds reversing amyloid beta toxicity in yeast; AID 1347071; 410,000 compounds, 0.063% hits; Potency, µM (doses to about 46.1 µM), for inactives: at the highest dose growth rescue, most hits filed as activators; yeast expressing A-beta42, growth rescue, OD600, 48 h; response scale: 0% DMSO, 100% iron-clioquinol control; also: potency is read from the fitted curve at half-maximal effect; nearly all actives have a fitted effect of over 55% in size
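Growth rescue measured by 600 nm absorbance after 48 h yeast culture at 30 C with compound. Values normalized between DMSO and an equimolar ferric chloride plus clioquinol control.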
Akt phos inh: inhibitors of Akt phosphorylation | Neuro2A IGF-stimulated pAkt S473 HTRF, 20 min; stronger effect = lower value | activity change, % for hits at 50 µM | 360,000 compounds, 0.32% hits | AID 651550; in the data active = activity change below about -80%; inconclusive = mostly about -51% to -80%; also: % is scaled to controls: 0 for no effect and ±100 for the full control effect
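Single-point screen (50 µM final compound) in Neuro2A cells stimulated 20 min with 6 nM IGF at 37 deg C. After lysis, Ser473-phosphorylated Akt read by HTRF (ex 330 nm, em 615/665 nm) as the 665/615 ratio.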
FUS yeast rescue: FUS proteinopathy suppression in yeast | S. cerevisiae FUS-expressing, growth rescue, OD600, 24 h | Potency, µM (top dose mostly 76.6 µM), without a hit: at the highest dose growth rescue (activation), usual class: activators | 390,000 compounds, 0.24% hits | AID 1347120;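 also: potency is read from the fitted curve at half-maximal effect; plate controls were DMSO vehicle for no effect and reference control for full effect; nearly all actives have a fitted effect of over 55% in size; some results filed as inactive show a strong effect at the top dose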
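Galactose (2%) drives FUS expression in yeast precultured in raffinose; seeding density OD 0.005. Test compounds incubated 24hr at 30C and 99% humidity before absorbance at 600 nm was measured.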
PTHR1 ag: agonists of human PTHR1 parathyroid hormone receptor; Q03431; Potency, µM (doses to about 115 µM), without a hit: top-dose activation, actives largely listed as activators; HEK293 GP2 PTHR1 cells, GloSensor cAMP luminescence, 1 h; 410,000 compounds, 0.075% hits; AID 743266; also: potency is read from the fitted curve at half-maximal effect; nearly all actives have a fitted effect of over 55% in size; some results filed as inactive show a strong effect at the top dose; inactives centre near -15; many of its hits are not listed in these tables
Target sequence (Q03431 whole entry, looked up): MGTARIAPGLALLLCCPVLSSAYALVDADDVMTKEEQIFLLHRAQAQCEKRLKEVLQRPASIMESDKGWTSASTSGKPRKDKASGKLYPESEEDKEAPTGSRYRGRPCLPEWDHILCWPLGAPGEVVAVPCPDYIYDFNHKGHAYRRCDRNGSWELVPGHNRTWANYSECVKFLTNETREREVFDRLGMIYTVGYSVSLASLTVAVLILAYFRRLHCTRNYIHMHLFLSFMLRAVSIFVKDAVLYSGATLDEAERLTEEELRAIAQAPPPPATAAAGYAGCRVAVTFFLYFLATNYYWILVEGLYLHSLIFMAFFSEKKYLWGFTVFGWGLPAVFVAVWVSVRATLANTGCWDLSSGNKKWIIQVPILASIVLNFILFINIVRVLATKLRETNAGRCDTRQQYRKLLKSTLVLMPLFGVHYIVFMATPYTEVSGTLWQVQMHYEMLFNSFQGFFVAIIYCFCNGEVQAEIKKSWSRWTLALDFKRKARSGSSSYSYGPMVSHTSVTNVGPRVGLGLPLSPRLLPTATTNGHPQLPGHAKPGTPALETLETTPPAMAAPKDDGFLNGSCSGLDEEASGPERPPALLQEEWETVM
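HEK-293-derived GP2 cells expressing PTHR1 and a GloSensor cAMP reporter, 3,000/well, plated overnight, given luciferin plus IBMX (each 0.5 mM as added) for 1 h at 37 °C, then compound for 1 h at 37 °C. Luminescence was read after 15 min at room temperature.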
aSyn yeast inh: alpha-synuclein toxicity inhibition in yeast; Yeast expressing alpha-synuclein, growth rescue, BacTiter-Glo, 24 h; Potency, µM (series often up to 46.1 µM), inactives show at the top dose growth rescue (activation), actives largely listed as activators; 370,000 compounds, 0.14% hits; AID 652106; also: potency is read from the fitted curve at half-maximal effect; % of control where 0% means no effect; nearly all actives have a fitted effect of over 65% in size
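Rescue of yeast growth: cells expressing toxic alpha-synuclein, induced in galactose at OD600 0.02, incubated with compound 24 h at 30 C. ATP luminescence quantified growth; inhibitors of toxicity appear as activators.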
GLP-1R inv ag: GLP-1 receptor (human) inverse agonism | P43220 | HEK293 GLP-1R CRE-luciferase, luminescence, 24 h; GLP-1R form is constitutively active | Potency, µM (series often up to 38.3 µM), inactives show at the highest dose activity change, negative = inhibition, hits mostly inhibitors | 410,000 compounds, 1.6% hits | AID 624417; also: potency is read from the fitted curve at half-maximal effect; % is scaled to controls: 0 for no effect and ±100 for the full control effect; nearly all actives have a fitted effect of over 55% in size
Target sequence (P43220 whole entry, looked up): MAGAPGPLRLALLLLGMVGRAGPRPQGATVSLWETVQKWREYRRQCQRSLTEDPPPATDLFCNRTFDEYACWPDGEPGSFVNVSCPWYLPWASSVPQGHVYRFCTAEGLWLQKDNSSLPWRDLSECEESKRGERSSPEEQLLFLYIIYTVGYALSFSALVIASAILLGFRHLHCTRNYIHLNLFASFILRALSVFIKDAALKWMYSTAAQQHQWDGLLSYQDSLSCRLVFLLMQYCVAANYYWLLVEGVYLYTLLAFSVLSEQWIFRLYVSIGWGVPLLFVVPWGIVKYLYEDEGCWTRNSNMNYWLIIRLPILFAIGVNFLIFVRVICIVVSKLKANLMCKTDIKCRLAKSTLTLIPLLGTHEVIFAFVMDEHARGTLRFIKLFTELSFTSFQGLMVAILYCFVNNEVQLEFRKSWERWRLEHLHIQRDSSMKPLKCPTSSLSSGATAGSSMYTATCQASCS
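Inverse agonists were sought by their lowering of basal cAMP reporter luciferase output in HEK293 cells stably carrying constitutively active human GLP-1R, after 24 h compound treatment.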
GLP1R ag: activates the human GLP-1 receptor; P43220; HEK293 GLP-1R CRE-luciferase, luminescence, 4-6 h; cells express a hypersensitive GLP-1R form; Potency, µM (titrated, usually from 45.6 µM), for inactives: at the highest dose activation, hits mostly activators; 380,000 compounds, 0.007% hits; AID 624172; also: potency is read from the fitted curve at half-maximal effect; % of control where 0% means no effect
TDP43 rescue: rescues yeast growth from TDP-43 toxicity | TDP-43 expressing yeast growth rescue, BacTiter-Glo, 24 h | Potency, µM (doses to about 46.1 µM), inactives show at the highest dose growth rescue (activation), hits mostly activators | 410,000 compounds, 1.8% hits | AID 652104; also: potency is read from the fitted curve at half-maximal effect; % of control where 0% means no effect; nearly all actives have a fitted effect of over 50% in size
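Growth rescue of TDP-43-toxic yeast measured as ATP luminescence (BacTiter-Glo). Cells grown to mid-log in raffinose, induced in galactose at OD600=0.02, exposed to compound 24 hr at 30 deg C.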
DRD3 antagonist: antagonists of human D3 dopamine receptor; D3R cells, DiscoveRx beta-arrestin luminescence, antagonist mode; stronger effect = lower value; max response, negative = inhibition, %; 360,000 compounds, 2.5% hits; in the data active = max response below about -50%; inconclusive = no clear call, values can overlap the other calls; also: % is scaled to controls: 0 for no effect and ±100 for the full control effect; mostly tested at two doses, the higher about 12 µM
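Cells expressing the human receptor were seeded at 1500 cells/well, incubated overnight at 37 degrees C in 5% CO2, then exposed to library compounds with dopamine controls for 90 minutes at 37 degrees C before luminescent detection.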
* hit, by the source's call; i = inactive; ? = inconclusive; . = not tested or not shown; [ ] = another dose, or the depositor's remark. Unless noted, calls follow the shape of the dose curve; as a rule, active = well fitted curve in the direction sought with a large enough effect; inconclusive = small, poorly fitted or top-dose-only effect, or another doubt; inactive = no such curve, though single readings can be large; an effect the other way counts as inactive or inconclusive. Only part of the results is shown, so the mix of outcomes need not match the whole.

Start of the data: the first 3 records (preview)
Results follow in this order: Abeta rescue | Akt phos inh | FUS yeast rescue | PTHR1 ag | aSyn yeast inh | GLP-1R inv ag | GLP1R ag | TDP43 rescue | DRD3 antagonist
O=C(c1ccc(F)cc1)N1CCN(c2ccc([N+](=O)[O-])cc2-n2cccc2)CC1
  4% | i | 38% | -15% | 26% | ? | 16% | 0% | 6
Cc1ccc(-c2nc3c(Cl)cc(Cl)cc3c(=O)n2O)cc1
  -44%[inhibitor] | i | -23% | -25% | -3% | ? | -1% | -52%[inhibitor] | -6
Cc1cccc(N2CCN(C(=O)c3ccnn3C)CC2)c1C
  -5% | i | -9% | -3% | 12% | -16% | 4% | ? | 4

All compounds of this part (from the top)
Results follow in this order: Abeta rescue | Akt phos inh | FUS yeast rescue | PTHR1 ag | aSyn yeast inh | GLP-1R inv ag | GLP1R ag | TDP43 rescue | DRD3 antagonist
O=C(c1ccc(F)cc1)N1CCN(c2ccc([N+](=O)[O-])cc2-n2cccc2)CC1
  4% | i | 38% | -15% | 26% | ? | 16% | 0% | 6
Cc1ccc(-c2nc3c(Cl)cc(Cl)cc3c(=O)n2O)cc1
  -44%[inhibitor] | i | -23% | -25% | -3% | ? | -1% | -52%[inhibitor] | -6
Cc1cccc(N2CCN(C(=O)c3ccnn3C)CC2)c1C
  -5% | i | -9% | -3% | 12% | -16% | 4% | ? | 4
Cc1ccc(N(CC(=O)NC(C)(C)C)C(=O)CNC(=O)c2cccs2)cc1
  -1% | i | 21% | -17% | -2% | -13% | 6% | -16% | -17
COc1ccccc1CN1C(=O)c2ccccc2C1C(=O)NC1CCC(C)CC1 (stereo not given)
  -19% | i | 19% | i | -1% | -3% | 11% | -6% | 4
CC(=O)Nc1ccc(OC(=O)c2cc3cc(Br)ccc3oc2=O)cc1
  18% | i | -10% | i | 1% | 2% | 5% | -19% | 10
CCOC(=O)C1CCN(C(=O)Nc2ccc3oc(C)nc3c2)CC1
  -12% | i | -7% | -16%[57.5 µM] | -1% | -21% | -1% | -12% | 10
CC(NC(=O)COC(=O)c1ccc2c(=O)n3c(nc2c1)CCCCC3)c1ccc(F)cc1 (stereo not given)
  10% | i | -12% | i | 1% | 15% | 6% | 14% | 2
COc1ccccc1NC(=O)c1ccc(S(=O)(=O)N(C)c2ccccc2)cc1
  24% | i | 12% | -14% | 1% | ? | 6% | -12% | -24
CCOCc1[nH]c(=S)[nH]c(=O)c1Cc1ccc(OC(C)C)cc1
  -14% | i | -9% | i | -1% | 31%[activator] | -14% | 19% | -9
Cc1cc(NC(=O)CCSc2ccccc2)no1
  4% | i | 4% | i | -4% | 11% | -1% | 6% | -4
COc1ccc(-c2cc(C(=O)N3CCOCC3)c3ccccc3n2)cc1OC
  -9% | i | 19% | -13% | -1% | 32%[activator] | 28% | -12% | 15
Cc1cn([C@H]2C[C@H](O)[C@@H](CNS(=O)(=O)c3ccc(NS(=O)(=O)N(C)C)cc3)O2)c(=O)[nH]c1=O
  3% | i | -28% | -19% | 1% | 2% | 2% | -2% | -18
O=C(NC1CCCC1)c1ccc2c(c1)N(Cc1ccccc1Cl)C(=O)c1ccccc1S2
  -6% | . | 14% | i | . | 4% | . | 11% | .
CCOC(=O)c1ccc(NC(=O)CN2C(=O)c3cccnc3Sc3ccccc32)cc1
  -18% | . | 15% | i | . | -4% | . | 20% | .
CCC(=O)N1CCCC1(C)C(=O)Nc1ccc2scnc2c1 (stereo not given)
  -14% | i | -2% | 0% | 3% | -9% | -1% | -5% | 0
CC(=O)CCN1C(=O)NC2(CCCc3ccccc32)C1=O (stereo not given)
  8% | i | 14% | -18% | 2% | 12% | -2% | 5% | 10
CCN(CC(=O)Nc1ccc(C(C)=O)cc1)CC(=O)Nc1ccccc1C(F)(F)F
  -3% | i | 4% | i | -3% | 8% | 8% | 0% | 13
O=C(CSCc1ccccc1Br)NC1CC1
  ? | i | . | -1% | 8% | 10% | 5% | 0% | 7
Cc1ccc(-n2ncc3c2CCCC3NC(=O)CCCN2CCCCC2=O)cc1C (stereo not given)
  1% | i | . | i | -1% | 3% | -9% | 11% | -20
O=C(O)CCn1c(SCCOc2ccccc2F)nc2ccccc21
  -11% | i | 2% | -2% | -7% | 1% | -6% | 5% | -15
O=C(CCSc1nnc(-c2ccco2)o1)Nc1ccccc1
  10% | i | 1% | -8% | -7% | 0% | 3% | 20% | 24
CCNC(=O)C1(C)CCCN1Cc1cccc(C(F)(F)F)c1 (stereo not given)
  5% | i | -18% | -20% | 9% | -17% | 15% | ? | 5
CCOc1ccc(/C=C/C(=O)c2cc(Br)ccc(=O)c2O)cc1
  -14% | i | . | -59%[inhibitor] | -69%[inhibitor] | ? | -5% | -34%[inhibitor] | -22
Cc1nn(C)c(C(=O)N/N=C/c2ccccn2)c1[N+](=O)[O-]
  9% | i | 7% | i | 1% | -20% | -1% | 13% | -11
O=C(Cc1ccsc1)Nc1ccc2c(c1)OCO2
  -3% | i | 0% | i | -2% | 11% | 7% | 21% | -8
CCC(=O)c1ccc(OCC(O)Cn2nc(C)cc2C)cc1 (stereo not given)
  -4% | i | -4% | -2% | -3% | 12% | -2% | 20% | 1
COc1ccccc1C(=O)NCc1ccncc1
  8% | i | 6% | i | 1% | 0% | -10% | -1% | 5
CSc1nc(-c2ccc(C)cc2)nc(N)c1C#N
  -4% | i | 5% | i | -5% | 42%[activator] | -4% | 6% | -8
CN(CCCn1c(=S)[nH]c2ncccc2c1=O)Cc1ccccc1
  11% | i | -8% | i | 3% | 1% | -4% | -8% | 0
O=c1[nH][nH]c2c1[C@H](c1ccc(Cl)cc1)O[C@H](C1CCCCC1)C2
  2% | i | -8% | -22% | -12% | -31% | 8% | 0% | 9
CCOc1cc(/C=N/NC(=O)c2ccncc2)ccc1OC(=O)c1ccccc1
  1% | i | 8% | -73%[inhibitor] | -5% | -19% | -2% | 18% | 13
CN(C)c1ccc(C#Cc2ccc3cc(CCO)oc(=O)c3c2)cc1
  3% | i | 23% | -10% | -12% | 27% | 4% | 3% | 41
Cc1c(Cl)cccc1NC(=S)Nn1cnnc1
  -5% | i | 24% | -21% | -9% | 11%[7.66 µM] | 2% | 1% | -2
O=C(CCNC(=O)Cn1ccc2ccccc2c1=O)NCCCN1CCOCC1
  -2% | i | -10% | i | 2% | 3% | -4% | 12% | 42
CC(C)C[C@@H](CN1CCC[C@@H]1CN1C(=O)C(=O)NC[C@@H]1Cc1ccc(O)cc1)N1C[C@H](Cc2ccc(O)cc2)N(CC2CCCCCC2)C(=O)C1=O
  -1% | i | 18% | 0% | 3% | 7% | 3% | 10% | 28
C#CC(CCN1CCCCC1)(OC)c1ccccc1 (stereo not given)
  -4% | i | -22% | -20% | -5% | 20% | 4% | 1% | -3
COCCNC(=O)CN(C(=O)c1ccc(N2CCCC2)nc1)c1ccc(F)c(Cl)c1
  -1% | i | -1% | -11% | 0% | -14% | 6% | . | 57
CC(C)(C)OC(=O)N1CCN(C(=O)c2[nH]cnc2C(=O)NCC(=O)OCc2ccccc2)CC1
  -9% | i | 11% | -36%[inhibitor] | 0% | 14% | -2% | 0% | 38
O=C(CN1CCOCC1)Nc1c2c(nc3c1CCC3)CCC2
  -3% | i | -16% | 2%[57.5 µM] | 0% | 5% | ? | 12% | 37
CCOc1ccc(CCNC(=O)Cn2nc(CC)n3c(cc4sc(CC)cc43)c2=O)cc1OCC
  -21% | . | 39% | i | . | 18% | . | 10% | .
COc1ccc(/C=C2\SC(=S)N(CCCC(=O)Nc3cc(C)on3)C2=O)cc1OC
  -21% | i | -6% | i | 1% | -16% | 5% | -22% | -1
Cc1ccc(-n2nc(C)c3c2OC(N)=C(C#N)C3c2ccncc2)cc1 (stereo not given)
  -1% | i | 20% | i | -6% | -13% | -7% | -3% | 0
CCN(CC)CC#CCC(O)(c1ccccc1)c1ccc(Br)cc1 (stereo not given)
  5% | i | -2% | i | -2% | 10µM* | -6% | -1% | -24
Cc1nnc(NC(=O)CCC(=O)NCc2cccs2)s1
  11% | i | ? | ? | -7% | 3% | 4% | -14% | -2
Cc1cc(NC(=O)C2CCCN(S(=O)(=O)c3ccc(Br)s3)C2)ccc1Br (stereo not given)
  -13% | . | -8% | -3% | . | -29% | . | 10% | .
Cc1ccc(-c2onc(C)c2C)cc1S(=O)(=O)N1CC(C)Oc2ccccc21 (stereo not given)
  -1% | i | 18% | -32%[inhibitor] | -10% | ? | 20% | 1% | 52
O=C(Cn1cnc([N+](=O)[O-])c1)NC1CCCC1
  -1% | i | 3% | i | -4% | 9% | 8% | -11% | 6
O=C(NNS(=O)(=O)c1ccc([N+](=O)[O-])cc1)c1ccccc1
  12% | i | . | i | -2% | 4% | -1% | ? | 4
CC(C)Nc1nc2cccnc2s1
  1% | i | -16% | i | 0% | 26% | 10% | 17% | -3

Later entries.
Results follow in this order: Abeta rescue | Akt phos inh | FUS yeast rescue | PTHR1 ag | aSyn yeast inh | GLP-1R inv ag | GLP1R ag | TDP43 rescue | DRD3 antagonist
COc1ccc(OC2C(=O)N(CCc3ccc(OC)c(OC)c3)C2c2ccc3c(c2)OCO3)cc1 (stereo not given)
  -5% | i | 30% | -46%[inhibitor][57.5 µM] | 0% | ? | 5% | 13% | -9
Cc1csc(NC(=O)c2ccc(C)c([N+](=O)[O-])c2)n1
  1% | i | . | -31% | -10% | ? | -1% | 20µM* | -8
OCCN(Cc1ccccc1)CC1CC2C=CC1C2 (stereo not given)
  -16% | i | 24% | -44%[inhibitor] | -4% | 0% | 6% | -16% | -10
COc1ccccc1-c1noc(-c2ccc(NC3CCCCC3)c([N+](=O)[O-])c2)n1
  2% | . | 14% | 1% | . | 10% | . | 8% | .
COCCOc1ccc(C(F)(F)F)cc1NC(=O)c1ccc(C)cc1
  18% | i | 1% | -20% | 0% | -20% | 2% | 29% | 6

Screens as filed in PubChem.
